# GlmU inhibition – inhibition of mycobacterial GlmU enzyme – biochemical, glucosamine-1-phosphate acetyltransferase (AID 1376); M. tuberculosis GlmU acetyltransferase enzyme assay; higher % means a stronger effect; inhibition, %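 (tested at 30 µM in the primary screen)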, or IC50 in µM where a hit was titrated; 220,000 tested, 0.25% active; in the data active means inhibition above about 13%;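 further: 0% = complete reaction with vehicle and 100% = reaction without substrate; strong numbers were not always called active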
# RmlCD inh 1536 – blocks M. tuberculosis RmlC and RmlD coupled enzymes. P9WH09+P9WH11. RmlC+RmlD coupled enzyme assay, percent inhibition; primary screen in compound mixtures. inhibition, % at 3.6 µM. 160,000 tested, 0.03% active. AID 1533; in the data active means inhibition mostly above about 34%, no sharp cut-off; further: some results filed as inactive read as strong as hits
# Target sequence (P9WH09 whole entry, looked up): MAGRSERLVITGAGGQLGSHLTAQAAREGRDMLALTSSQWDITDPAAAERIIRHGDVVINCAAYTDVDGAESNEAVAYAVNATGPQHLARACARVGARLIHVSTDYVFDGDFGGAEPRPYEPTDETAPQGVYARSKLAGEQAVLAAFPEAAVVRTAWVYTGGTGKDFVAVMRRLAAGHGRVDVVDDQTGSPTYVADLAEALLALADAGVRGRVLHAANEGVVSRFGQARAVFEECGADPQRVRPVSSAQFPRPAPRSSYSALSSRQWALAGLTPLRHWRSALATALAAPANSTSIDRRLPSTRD
# Target sequence (P9WH11 whole entry, looked up): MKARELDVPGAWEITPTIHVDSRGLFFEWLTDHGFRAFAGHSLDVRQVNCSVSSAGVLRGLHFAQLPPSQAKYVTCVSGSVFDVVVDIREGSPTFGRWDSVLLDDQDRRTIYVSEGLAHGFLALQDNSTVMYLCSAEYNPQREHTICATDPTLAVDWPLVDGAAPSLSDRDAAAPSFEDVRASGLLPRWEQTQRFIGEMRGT
# Active calls of the source: *; nt = no result given. Not all compounds are listed; count on the stated rates, not on these rows.
SMILES,RmlCD inh 1536,GlmU inhibition
Cc1ccc(OCC(=O)N(C)Cc2ccccc2)c([N+](=O)[O-])n1,-5,4.4%
Cn1c(SCc2nc3ccccc3s2)nnc1-c1ccc2c(c1)OCO2,-6,2.8%
CSc1ccc(S(=O)(=O)NCCSc2ccccn2)cc1,4,-3.7%
COC(=O)c1cc(NC(=O)c2ccccc2)c(=O)oc1C,-11,6.6%
CCOC(=O)Cn1c(N)c(C(=O)OC)sc1=S,-7,6.0%
Cc1ccc2nc(-c3ccc(Br)o3)oc(=O)c2c1,-1,-5.3%
CCN(CC)S(=O)(=O)c1ccc(OC)c(NC(=S)Nc2cc(C)ccc2C)c1,4,-2.5%
Cc1ccc(Oc2ncccc2C(=O)NC2CCSC2=O)cc1 (configuration not stated),nt,-1.0%
O=C(Nc1nnc(-c2ccco2)o1)C1CC1,-11,5.8%
O=C(c1ccc(F)cc1)N1CCCCC(Sc2nnnn2-c2ccccc2)C1=O (configuration not stated),-2,-5.7%
O=C(O)C[C@H]1c2cc(C(F)(F)F)ccc2S(=O)(=O)N1C1CCCC1,nt,2.0%
Clc1cccc(N2CCN(c3nnnn3-c3ccccc3)CC2)c1,5,3.2%
CCOC(=O)CCC(NC(=O)CCCC(=O)NC(CCC(=O)OCC)C(=O)OCC)C(=O)OCC (configuration not stated),-16,1.5%
COc1ccc(NC(=S)NC2CCCCCC2)c(OC)c1,-9,-3.5%
c1ccc2c(c1)sc1nnnn12,-1,nt
COc1ccc(CNC(=O)CC2C(=O)NCCN2CC(C)(C)C)c(OC)c1 (configuration not stated),8,6.9%
Cc1ccc(S(=O)(=O)CCNC(=O)Cc2ccccc2)cc1,11,-9.2%
Cc1cc(C(=O)NC2CCCCC2)c(C)n1-c1ccc(F)cc1,-14,4.5%
COc1ccccc1/C=C\C(=O)NCC(=O)N/N=C/c1ccc(O)cc1O,-6,4.2%
CCCOc1ccc(-c2c(C(=O)N/N=C/c3ccc(C)cc3)nnn2-c2nonc2N)cc1,nt,-1.8%
COc1ccc(C)cc1NS(=O)(=O)c1cn(C)nc1C,nt,0.6%
c1ccc(CCC2CCCCN2Cc2nc(C3CC3)no2)cc1 (configuration not stated),-7,-9.3%
CC(C(=O)Nc1cc(C(F)(F)F)ccc1N1CCOCC1)N1C(=O)C2CC=CCC2C1=O (configuration not stated),-6,-3.4%
Cc1cc(NC(=O)c2ccc([N+](=O)[O-])cc2Cl)ccc1NC(=O)c1ccco1,6,-4.2%
Cc1cc(C)c(C(=O)Cn2nc(C(=O)O)c3ccccc3c2=O)cc1C,16,-1.4%

# Next part
SMILES,RmlCD inh 1536,GlmU inhibition
CCOC(=O)Nc1ccc2c(c1)Sc1ccccc1N2C(=O)CCN1CCOCC1,15,-1.6%
CCc1nnc(NC(=O)CSc2nc(SC)ns2)s1,5,3.4%
CC(=O)NCCc1c[nH]c2ccc(OCC(O)CNC(C)(C)C)cc12 (configuration not stated),-3,-2.2%
C#Cc1ccc([C@@H]2C=C(C(=O)N3CCN(Cc4ccccc4)CC3)O[C@H](OCC)[C@H]2CCCO)cc1,nt,-1.8%
CC1=C(C(=O)OC(C)C)C(c2ccc(C)o2)NC(=O)N1 (configuration not stated),nt,1.6%
COc1ccc(N2CCN(C(=S)Nc3ccc(S(N)(=O)=O)cc3)CC2)cc1,-14,-1.6%
O=C(COC(=O)c1cc(=O)c2ccccc2o1)NC1CCCCC1,-1,-8.2%
O=C(Oc1cccnc1)c1ccc(Cl)c(Cl)c1,1,nt
O=C(c1ccccc1C(F)(F)F)N1CCN(S(=O)(=O)c2ccccc2)CC1,nt,6.7%
CCCOC(=O)CSc1nnc(-c2ccccc2Cl)o1,nt,2.6%
CN(C)CCCN1c2ccc([N+](=O)[O-])cc2CCc2cc([N+](=O)[O-])ccc21,nt,-6.5%
c1ccc(CCc2nn3c(Cc4ccccc4)nnc3s2)cc1,nt,-5.8%
COc1ccc(OC)c(C(=O)CSc2nnc(-c3ccc(OC)c(OC)c3)o2)c1,nt,-0.1%
Cc1c(NC(=S)NC(=O)c2ccc(Br)o2)c(=O)n(-c2ccccc2)n1C,nt,1.9%
COc1cc(Cl)c(C)cc1NC(=O)CSc1ccc(C)cc1,9,2.9%
Cc1onc(-c2c(F)cccc2Cl)c1C(=O)Nc1cccc(S(=O)(=O)NCc2ccco2)c1,-7,3.4%
Cc1ccccc1NC(=O)Cn1c([N+](=O)[O-])cnc1C,4,2.4%
CN1/C(=C\C(=O)Nc2ccc(Br)cc2)C(C)(C)c2ccccc21,9,-4.5%
O=C(NCCc1c[nH]c2ccccc12)C(=O)NCC1CCCO1 (configuration not stated),-9,-1.0%
O=C(N/N=C/c1cccnc1)C1CCCCC1,-4,2.7%
COc1ccc(C2=NOC(C(=O)Nc3c(C)n(C)n(-c4ccccc4)c3=O)C2)cc1 (configuration not stated),-10,-3.9%
COc1ccc(NC(=O)CCN2CCN(S(=O)(=O)c3ccc(Cl)cc3)CC2)cc1,10,-2.4%
NS(=O)(=O)c1ccc(-c2ccc(/C=N/Nc3ccc(C(=O)O)cc3)o2)cc1,-4,-2.8%
COc1c(C(CC(C)C)OC(C)=O)ccc2c1C(=O)OCc1cc(C)cc(O)c1O2 (configuration not stated),nt,1.2%
COc1nc(-c2ccccc2)cc(-c2ccccc2)n1,-11,-4.5%

# Some of these compounds in order of length of the SMILES, high to low:
SMILES,RmlCD inh 1536,GlmU inhibition
NS(=O)(=O)c1ccc(-c2ccc(/C=N/Nc3ccc(C(=O)O)cc3)o2)cc1,-4,-2.8%
COc1ccc(NC(=O)CCN2CCN(S(=O)(=O)c3ccc(Cl)cc3)CC2)cc1,10,-2.4%
Cc1ccccc1NC(=O)Cn1c([N+](=O)[O-])cnc1C,4,2.4%

# Next part:
SMILES,RmlCD inh 1536,GlmU inhibition
COc1ccc(C)cc1NC(=O)COC(=O)Cc1ccc(-c2ccccc2)cc1,3,-1.9%
CCCC(=O)N=C1SC2CS(=O)(=O)CC2N1c1ccc(C(C)=O)cc1 (configuration not stated),6,2.2%
CCN=C(NCC)SC1CC(=O)N(c2ccc(OCC)cc2)C1=O (configuration not stated),nt,5.4%
COc1c(C)cc(S(=O)(=O)N2CCOCC2)c(C)c1C,-11,-4.0%
COc1cc2c(cc1OC)CN(CC(=O)NC(=O)NCc1ccco1)CC2,3,-1.8%
Cc1cc(C(=O)CN2CC(C)OC(C)C2)c(C)n1-c1ccccc1 (configuration not stated),10,7.6%
CC(C)(C)n1c(=O)[nH]c2c(c1=O)CCC2,-12,3.7%
CCCCOc1cccc(-c2cc(C(=O)NNC(=S)NCC)c3ccccc3n2)c1,-11,-2.8%
COc1ccccc1OCCC(=O)NCc1ccc2c(c1)OCO2,-11,-2.4%
Cc1cc(Cl)c(S(=O)(=O)N2CCCCCC2)cc1OCC(=O)NC1CCCCC1,1,1.2%
O=c1[nH][nH]c(-c2ccccc2)c1C=Nc1ccc(OC(F)(F)F)cc1,34,1.0%
c1ccc(OCc2nc(-c3ccccc3)no2)cc1,-10,0.1%
O=C(c1n[nH]c2ccccc12)N1CCCCC1,12,1.6%
Cc1ccccc1-n1ccnc1SCC(=O)NCc1ccco1,-5,-0.1%
Cc1c(NC(=O)COc2cccc3c2OC(C)(C)C3)c(=O)n(-c2ccccc2)n1C,34,1.1%
O=C(c1ccccc1)N1CCC(=O)N1c1ccccc1,nt,-1.0%
COC(=O)[C@@H](NC(=O)Nc1ccc(C(C)=O)cc1)C(C)C,20,5.4%
O=C(CCN1C(=O)c2ccccc2C1=O)NCCCn1ccnc1,-9,1.6%
CCOC(=O)C1=C(O)/C(=C/c2ccc(OCC(=O)O)c(OCC)c2)SC1=Nc1ccccc1,-15,10%
Cc1ccccc1Cn1c(=O)n(Cc2ccco2)c(=O)c2ccccc21,9,1.5%
c1ccc2c(CN3CCCCCC3)c[nH]c2c1,-9,5.9%
Cc1nc2sc(C(=O)OCC(=O)N3c4ccccc4CC3C)c(C)c2c(=O)[nH]1 (configuration not stated),17,-0.4%
Cc1ccc(CN(c2ccc(C(=O)Nc3ccc4c(c3)OCO4)cc2)S(C)(=O)=O)cc1,2,2.4%
O=P(O)(CN1CCCCCC1)CN1CCCCCC1,0,-7.3%
CCN1/C(=C\C=C\C2=[N+](CC)c3ccccc3C2(C)C)C(C)(C)c2ccccc21,-11,nt

# (more compounds)
SMILES,RmlCD inh 1536,GlmU inhibition
COc1ccc(CCNC(=O)CCC(=O)N2CCN(S(=O)(=O)c3ccc(Cl)cc3)CC2)cc1OC,nt,-4.1%
O=C(NC1CCCC1)c1cc(COc2ccc3ncccc3c2)on1,nt,4.8%
COc1cc2[nH]c(=O)n(CCCCCC(=O)N3CCN(c4ccccc4)CC3)c(=O)c2cc1OC,nt,7.2%
CC/C(O)=N\S(=O)(=O)c1ccc(N=NN(C)C)cc1,nt,-4.0%
Cc1cc2n(n1)C(c1ccc(O)cc1)Nc1ccccc1-2 (configuration not stated),-12,-1.6%
COc1ccc(NC(=O)C2=C(C)C(=O)OC23CCC(C)CC3)c(OC)c1 (configuration not stated),-2,7.4%
CCOC(=O)c1cnc2c(-c3ccc(Cl)cc3)cnn2c1C,5,3.2%
COc1ccc(NC(=O)Cn2c(CCC(=O)O)ccc2-c2ccc(C)cc2)cc1,-6,-5.5%
Cc1ccc(Nc2nc(-c3c(C)n(C)n(-c4ccccc4)c3=O)c(C)s2)cc1,nt,-2.6%
Cc1c(Cl)cccc1NC(=S)N/N=C/c1ccccc1Cl,13,-0.9%
CCOC(=O)Oc1ccc2oc(C)c(C(=O)OCCOC)c2c1,8,2.3%
CCOc1ccccc1NC(=O)C(Sc1nnnn1C)c1ccccc1 (configuration not stated),-11,6.9%
CN1CCN(C(=O)c2cc(Oc3c(F)c(F)c(F)c(F)c3F)cc(C(=O)N3CCN(C)CC3)c2)CC1,4,0.8%
CC(NC(=O)C1c2ccccc2Oc2ccccc21)C1CCCO1 (configuration not stated),-8,0.4%
NC(=O)COC(=O)c1cccc(S(=O)(=O)N2CCN(c3ccccc3)CC2)c1,nt,-1.3%
O=C(OCC#CCSc1nnc(-c2ccc([N+](=O)[O-])cc2)o1)c1cccs1,nt,-5.4%
COCCN1Cc2cccc(C(=O)N3CCN(c4ccccc4)CC3)c2C1=O,-5,-2.1%
COc1ccccc1OCCN(C#N)c1nc(N(C)C)nc(N(C)C)n1,-6,-1.2%
COc1ccc(Cl)cc1C(=O)Nn1cnc2ccccc2c1=O,nt,3.8%
COC(=O)[C@@H]1[C@@H](C(=O)OC)C2(c3ccccc3-c3ccccc32)N(c2ccc(Cl)cc2)N1C#N,nt,-6.4%
COc1cc(NC(=S)Nc2ccc3c(c2)OCCO3)cc(OC)c1OC,3,-2.4%
Cc1cccc(NS(=O)(=O)c2ccc(Br)s2)n1,3,-1.4%
O=C(COC(=O)Cn1[nH]c(=O)c2ccccc2c1=O)Nc1ccc2c(c1)OCO2,12,4.8%
Cc1csc(NC(=O)C2CC(=O)N(Cc3ccco3)C2)n1 (configuration not stated),9,-6.8%
CCOC(=O)C1C(=O)Nc2nc3ccccc3n2C1C(C)C (configuration not stated),6,5.4%

# Other compounds follow:
SMILES,RmlCD inh 1536,GlmU inhibition
CC(=O)OC(C(=O)NC1CCCCC1)c1ccccc1F (configuration not stated),3,4.6%
CCOC(=O)c1cnn(-c2ccccc2)c1-n1cccc1C(=O)C(=O)N(CC)CC,-7,-3.7%
Oc1c(C(c2ccc(Cl)cc2)N2CCCC2)cc(Cl)c2cccnc12 (configuration not stated),-6,-8.7%
CC(C)c1ccccc1NC(=O)Cn1c(/C=C/c2ccccc2)nc2ccccc21,6,0.8%
COc1cccc(CN2C(=O)c3cccc(N)c3C2=O)c1,7,-5.0%
Cc1ccc2[nH]c(=O)c(CN(CCCN(C)C)C(=O)Nc3ccc(Cl)cc3)cc2c1,18,-7.8%
COc1ccc(C2C3=C(CCCC3=O)Nc3c(-c4ccccc4)c(C)nn32)cc1 (configuration not stated),10,3.6%
Nc1nc(-c2ccccc2)cc(C(F)(F)F)n1,-17,8.7%
CCc1nnc(NS(=O)(=O)c2ccc(NC(=O)c3cc4ccccc4oc3=O)cc2)s1,nt,-1.2%
COC(=O)c1ccc(C(=O)OC)c(NC(=O)C(C)C)c1,34,-5.5%
CC(=O)C1=C(O)C(=O)N(CCO)C1c1ccccc1 (configuration not stated),-7,2.1%
O=S(=O)(c1ccccc1)N1CCn2c(nc3ccccc32)C1,7,6.3%
CCn1nccc1C(=O)Nc1nc2ccccc2n1CCN1CCCCC1,nt,-0.4%
CC(=O)c1cccc(NC(=O)C2CCN(S(C)(=O)=O)CC2)c1,-7,-0.5%
Cn1cc(CN2CCc3c([nH]c4ccccc34)C2C2CCCCC2)cn1 (configuration not stated),-15,7.7%
CCC(=O)c1cc(F)c(N2CCN(CC)CC2)cc1C,-18,3.8%
COc1ccc(N2CCN(C(=O)CSc3nnc(-c4ccc5[nH]c(C)c(C)c5c4)o3)CC2)cc1,-4,-1.1%
CC1=CC(C)(C)N=C(Nc2ccc(C)cc2)S1,-1,0.6%
FC(F)(F)c1cnc(N2CCCN(C(=S)Nc3ccccc3)CC2)c(Cl)c1,6,6.0%
CC(=O)Nc1ccc(N/C(N)=N/c2nc(C)cc(C)n2)cc1,8,-8.0%
O=C(c1ccc([N+](=O)[O-])cc1)N(Cc1ccccc1)c1ccccn1,9,0.8%

# Structures above containing a tert-butyl group:
SMILES,RmlCD inh 1536,GlmU inhibition
COc1ccc(CNC(=O)CC2C(=O)NCCN2CC(C)(C)C)c(OC)c1 (configuration not stated),8,6.9%
CC(=O)NCCc1c[nH]c2ccc(OCC(O)CNC(C)(C)C)cc12 (configuration not stated),-3,-2.2%
CC(C)(C)n1c(=O)[nH]c2c(c1=O)CCC2,-12,3.7%
